# Screening results: PubChem BioAssay, Sanford-Burnham Center for Chemical Genomics
# XBP1 UPR activ: activators of adaptive XBP1 UPR arm, primary screen, cell-based, CHO-XBP1 luciferase reporter, luminescence, uHTS; activation, % at 20 µM; 330,000 tested, 0.33% active; AID 463104, 2010; IRE1-XBP1 UPR activation; percent of tunicamycin response, DMSO as zero;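 active means versus positive control, 20 µM dose yields 30% or more activation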;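 further: 100% = tunicamycin at 10 µg/mL and 0% = DMSO only wells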
#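 Signal: luciferase luminescence; Assay system: CHO-XBP1 luciferase reporter cells; Amount: one thousand reporter cells per well; Dosing: 20 µM single concentration, DMSO 1%; Benchmarks: high control tunicamycin 10 µg/mL final, low control DMSO vehicle only; Schedule: 6 h compound exposure at 37 °C, 5% CO2; Evaluation: percent activation relative to tunicamycin reference.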
# Mdm2-MdmX inh: inhibitors of human Mdm2-MdmX association, primary screen, cell-based, luminescence, split luciferase, SaOS-2, uHTS | 330,000 tested, 3% active | SaOS-2 split-luciferase Mdm2/MdmX complementation | inhibition, % at 8 µM;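 active means inhibition of at least 50% at 8 µM in the primary screen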
# APJ antag: antagonists of human apelin receptor APJ, primary screen, CHO-K1 cells, beta-arrestin complementation, luminescence. P35414. inhibition, % at 20 µM. 330,000 tested, 0.32% active;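 active means inhibition above about 40% at 20 µM, limit read from the data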;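 further: cells challenged with 10 nM apelin-13 agonist together with compound; plate controls were apelin-13 plus DMSO wells for no effect and DMSO wells lacking apelin-13 for full effect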
# Target sequence (P35414 whole entry, looked up): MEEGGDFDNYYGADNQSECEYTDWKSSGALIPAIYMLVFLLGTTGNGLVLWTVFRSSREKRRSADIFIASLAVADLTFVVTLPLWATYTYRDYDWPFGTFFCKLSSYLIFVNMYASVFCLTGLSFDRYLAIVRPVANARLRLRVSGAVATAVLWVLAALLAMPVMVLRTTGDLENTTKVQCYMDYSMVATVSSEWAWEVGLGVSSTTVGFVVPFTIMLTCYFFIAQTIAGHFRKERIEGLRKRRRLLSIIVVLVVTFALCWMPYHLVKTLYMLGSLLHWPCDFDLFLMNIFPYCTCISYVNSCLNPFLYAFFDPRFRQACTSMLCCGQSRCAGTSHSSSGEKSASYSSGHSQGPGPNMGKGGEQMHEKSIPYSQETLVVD
# CXCR6 block: CXCR6 receptor inhibitors, primary screen, cell-based, beta-arrestin, luminescence, CHO-K1 PathHunter, 1536-well | C-X-C chemokine receptor type 6 (Homo sapiens), O00574 | inhibition, % at 20 µM | 360,000 tested, 0.36% active | AID 602244, 2012; in the data active means inhibition above about 34%, passing the limit was not always enough;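 further: antagonist mode with CXCL16 agonist at 10 nM final; 0% = 10 nM CXCL16 with DMSO and 100% = unstimulated wells without agonist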
# Target sequence (O00574 whole entry, looked up): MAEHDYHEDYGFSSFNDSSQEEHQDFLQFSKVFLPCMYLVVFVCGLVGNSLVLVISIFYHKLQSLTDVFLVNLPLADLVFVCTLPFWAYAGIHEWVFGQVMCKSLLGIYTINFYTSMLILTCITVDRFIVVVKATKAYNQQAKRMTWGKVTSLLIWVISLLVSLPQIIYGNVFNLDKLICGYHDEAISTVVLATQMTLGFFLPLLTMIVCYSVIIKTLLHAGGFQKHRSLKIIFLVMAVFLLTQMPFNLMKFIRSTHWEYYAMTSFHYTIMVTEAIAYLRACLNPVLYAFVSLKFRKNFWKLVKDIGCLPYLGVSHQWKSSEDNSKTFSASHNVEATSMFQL
# APJ ag: agonists of human apelin receptor APJ, primary screen, CHO-K1 cells, PathHunter beta-arrestin, luminescence; 330,000 tested, 0.11% active; activation, % at 20 µM; 0% DMSO wells, 100% apelin; P35414; AID 2520, 2010;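 active means activation more than six SD over the plate average, tested at 20 µM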;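 further: 0% = DMSO alone and 100% = apelin-13 at 10 nM; some results filed as inactive read as strong as hits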
#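 Assay system: CHO-K1 cells stably expressing ProLink-tagged human APJ and arrestin–beta-gal acceptor. Compound dosing: 20 µM single point, 1% DMSO. Times: 16-18 h seeding, 90 min dark compound exposure, 60 min detection. Detection: beta-gal luminescence. Evaluation: APJ–arrestin association signal. Controls: negative DMSO alone, positive Apelin-13 at 10 nM.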
# CHOP UPR activ: activators of apoptotic CHOP UPR arm, primary screen, cell-based, CHO-CHOP luciferase reporter, luminescence, uHTS | UPR activation; percent of tunicamycin response over DMSO baseline | activation, % at 10 µM | 330,000 tested, 0.34% active;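 active means at 10 µM dose, activation of 40% or more, normalized to positive control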;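 further: 100% = tunicamycin at 10 µg/mL and 0% = DMSO alone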
#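 measured by = luciferase luminescence | assay system = CHO-CHOP cells, stable luciferase reporter of PERK-eIF2a-CHOP signalling | amount = 500 reporter cells seeded per well | timing = 6 h compound exposure at 37 °C after overnight seeding | controls = positive tunicamycin 10 µg/mL, negative DMSO alone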
# CCR6 antag: CCR6 receptor antagonists, primary screen, cell-based, CHO-K1, luminescence, beta-arrestin, uHTS; CHO-K1 CCR6 PathHunter beta-arrestin, CCL20-stimulated; inhibition, % at 20 µM; 340,000 tested, 0.49% active;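 active means compounds whose inhibition of the agonist-driven luminescence signal at 20 µM reaches about 50%, limit read from the data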;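 further: cells stimulated with CCL20 at 14 nM final; plate controls were DMSO with CCL20 for no effect and DMSO without agonist for full effect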
# EBI2 block: EBI2 receptor antagonists, beta-arrestin recruitment, primary screen, cell-based, luminescence, 7a,25-OHC stimulation, uHTS | G-protein coupled receptor 183 (Homo sapiens), P32249 | 7a,25-OHC stimulated | inhibition, % at 5 µM | 360,000 tested, 0.81% active | AID 651636, 2012; in the data active means inhibition above about 38%;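 further: enzyme fragment complementation signal reports receptor beta-arrestin coupling in cells; 0% = agonist plus DMSO wells and 100% = wells without agonist; some results beyond the cut were filed as inactive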
# tim23-1 inh: growth inhibitors of tim23-1 mutant yeast, primary screen, luminescence, uHTS | AID 463212, 2010 | S. cerevisiae tim23-1 growth, BacTiter-Glo luminescence, 24 h | 330,000 tested, 1.3% active | inhibition, % at 20 µM;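 active means growth inhibition of the mutant yeast at or above 50%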;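 further: temperature-sensitive mutant grown at 25 °C; plate controls were DMSO-treated mutant yeast for no effect and medium wells lacking yeast for full effect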
# An asterisk follows results filed as active; nt = no result given; & = joins results of further samples. The list is partial (hit frequency here may not be typical).
# Values in the order: XBP1 UPR activ	Mdm2-MdmX inh	APJ antag	CXCR6 block	APJ ag	CHOP UPR activ	CCR6 antag	EBI2 block	tim23-1 inh
- CC(C(=O)NCC1CCCCC1)N1CCN(S(=O)(=O)c2ccccc2F)CC1 (stereo unspecified)
    1	-4	7	-6	0	-2.2	7	2	15
- CCN(CC(=O)Nc1cccc(OC)c1)C(=O)C1CCN(C(=O)Nc2ccccc2)CC1
    0	-11	0	4	-21	2.6	-6	5	2
- O=CN1CCN(c2c([N+](=O)[O-])c(=O)oc3ccccc23)CC1
    -3	7	1	6	-4	1.8	11	2	1
- O=C(Cc1ccc(Cl)cc1)OCC(=O)N1CCCCCC1
    1	-19	6	-3	-4	-0.4	5	10	14
- O=C(COC(=O)c1n[nH]c2ccccc12)NC1CCCCC1
    1	-1	1	0	2	2.3	16	1	3
- O=C(NC1(C(F)(F)F)NC(=O)N(CC2CCCCC2)C1=O)c1ccco1 (stereo unspecified)
    -4	-3	1	6	-3	0.5	12	-3	36
- O=C(NCCc1ccccc1)C1CCCN1S(=O)(=O)c1ccc(Cl)cc1 (stereo unspecified)
    -3	11	0	-2	-2	-1.1	12	1	22
- CC(C)(C)NCCOc1ccc(Br)cc1
    -1	-5	19	1	-3	0.8	-15	-1	7
- CCCCOCCCNC(=O)c1ccccc1OCC
    -1	20	14	-3	-3	-1.0	10	4	1
- Cc1ccccc1OCC(O)Cn1c(SC(C)C)nc2c1c(=O)[nH]c(=O)n2C (stereo unspecified)
    3	5	-1	-8	-3	-1.5	-14	-1	12
- CCOC(=O)c1cccc(NC(=O)CN2C(=O)C3C4C=CC(C4)C3C2=O)c1 (stereo unspecified)
    -2	-20	1	-2	0	1.0	-3	-14	13
- COc1ccc(NC(C)=O)cc1NC(=O)CN1CCN(CC(=O)Nc2ccc(Cl)cc2)CC1
    0	8	4	2	4	4.0	1	-10	21
- COCCn1c(N)c(N(Cc2ccccc2)C(=O)COc2ccccc2F)c(=O)[nH]c1=O
    -2	-7	10	6	-2	1.2	7	-21	12
- CC1CC(C)CN(C(=O)COC(=O)CNC(=O)C23CC4CC(CC(C4)C2)C3)C1 (stereo unspecified)
    0	3	-3	-1	-5	0.5	6	4	17
- Cc1cccc(OCC(=O)Nc2ccc3c4c(cccc24)CC3)c1C
    3	31	20	1	2	3.1	-3	-12	-9
- N#CCC(=O)N/N=C\c1cccc(OC/C=C/c2ccccc2)c1
    -2	-34	-37	-9	4	-1.0	-3	9	18
- Cc1cc(=O)[nH]c(SCCOc2ccc3c(c2)CCC3)n1
    0	-24	19	-13	-3	4.0	-2	-7	19
- COc1ccc(C2SCC(=O)N2C)cc1 (stereo unspecified)
    1	-14	21	3	0	-1.3	7	2	15
- c1cncc(-c2nc(NCc3cccs3)c3ccccc3n2)c1
    2	4	-16	6	-4	-1.0	11	17	14
- Cc1ccc([C@@H]2C[C@H]3CN(Cc4cccc(Cl)c4)C(=O)[C@]34CCCN24)o1
    -2	3	8	0	-3	-0.5	-3	5	14

# Whole records as entered above.
# CCOC(=O)c1cccc(NC(=O)CN2C(=O)C3C4C=CC(C4)C3C2=O)c1 (stereo unspecified) across the screens: XBP1 UPR activ = -2; Mdm2-MdmX inh = -20; APJ antag = 1; CXCR6 block = -2; APJ ag = 0; CHOP UPR activ = 1.0; CCR6 antag = -3; EBI2 block = -14; tim23-1 inh = 13
# COc1ccc(NC(C)=O)cc1NC(=O)CN1CCN(CC(=O)Nc2ccc(Cl)cc2)CC1 across the screens: XBP1 UPR activ = 0; Mdm2-MdmX inh = 8; APJ antag = 4; CXCR6 block = 2; APJ ag = 4; CHOP UPR activ = 4.0; CCR6 antag = 1; EBI2 block = -10; tim23-1 inh = 21

# The list goes on:
# Values in the order: XBP1 UPR activ	Mdm2-MdmX inh	APJ antag	CXCR6 block	APJ ag	CHOP UPR activ	CCR6 antag	EBI2 block	tim23-1 inh
- Cc1noc(C)c1NC(=O)N(C)C[C@H]1Oc2c(NC(=O)Nc3ccc4c(c3)OCO4)cccc2C(=O)N([C@H](C)CO)C[C@@H]1C
    2	15	-1	-1	-3	1.5	1	3	-5
- COc1cccc(CNC(=O)Cc2ccc(-c3ccccc3)cc2)c1
    -2	67*	12	-2	-1	0.8	3	6	17
- C=CCNC(=S)N1CC2(C)CN(C(=S)NCC=C)CC(C)(C1)C2=O
    -2	17	13	5	-2	-1.4	0	7	-5
- Nn1c(SCc2nc3ccccc3[nH]2)nnc1C1CCCCC1
    0	14	-14	-3	-2	-0.4	-3	-2	2
- CC(=O)Nc1ccc(C(=O)NNC(=O)c2cc([N+](=O)[O-])cc([N+](=O)[O-])c2)cc1
    -1	14	11	2	-2	0.1	21	-9	14
- COc1ccc(C(CC(=O)NCc2ccccc2)C(C)C)cc1 (stereo unspecified)
    0	22	1	6	-2	1.2	18	1	9
- Cn1c(=O)c2c(nc(NCCCO)n2Cc2cccc(Br)c2)n(C)c1=O
    2	27	15	5	-5	1.4	1	-3	4
- Cc1cccc2cc3c(nc12)-c1ccccc1C3=O
    -1	3	-3	-2	-1	4.3	13	-5	1
- CCc1ccc(-c2nc(CN3CCC(C(=O)NCc4ccco4)CC3)c(C)o2)cc1
    3	20	-8	nt	-2	-1.5	8	nt	8
- O=C(COC(=O)c1ccccc1C(=O)N1CCN(c2ccc(F)cc2)CC1)NCc1ccccc1
    -3	2	-4	-5	-4	-2.8	21	5	0
- O=C(N/N=C1\C(=O)c2cccc3cccc1c23)c1ccc(O)cc1
    5	-12	23	17	-4	8.0	31	11	6
- COc1ccc(/C=C2\CCCC(C(=O)C(F)(F)F)=C2O)cc1
    1	-4	13	17	-6	4.8	1	-5	3
- Cc1cc2c(c(=O)n1CC1CCCO1)C(c1ccco1)C(C#N)=C(N)O2 (stereo unspecified)
    2	11	16	-5	-4	0.6	6	-1	4
- Cc1nnnn1/C(=C\c1ccccc1)C(=O)OCC(=O)Nc1ccc(Cl)cc1F
    -5	67*	5	-9	2	5.9	21	-36	80*
- CC(=O)Nc1ccc(S(=O)(=O)N2CCC(NC(=O)C(Cc3cccn3C)NC(C)=O)CC2)cc1 (stereo unspecified)
    -4	-16	14	11	2	0.2	-7	-9	15
- Cc1nc2c(oc3ccccc32)c(=O)o1
    1	-8	-11	11	-2	6.4	17	-2	19
- COc1ccc(Cc2nnc(N/N=C/c3ccc(O)cc3O)[nH]c2=O)cc1OC
    -2	56*	-20	-2	-1	-0.9	17	2	23
- COc1ccc(N2CCN(C(=O)c3cccc(F)c3)CC2)c([N+](=O)[O-])c1
    -1	23	-4	-2	-2	-1.5	11	-3	28
- COc1ccc(CC(=O)Nc2ccc3c(c2)CCC3)cc1OC
    -4	28	-33	1	2	-1.0	10	-5	-3
- O=C(O)CSc1cccc2cccnc12
    0&-2	21&-21	9&-6	2&7	-1&-2	-1.6&-1.5	22&-6	-8&-7	6&9
- COc1ccccc1OCC(=O)/C=C1/N(C)c2ccccc2C1(C)C
    -4	15	-12	0	2	-1.4	5	-1	12
- COc1ccc(C(=O)Nc2ccc3c(c2)nc(CCNC(=O)c2ccco2)n3C)cc1
    2	-3	-5	-7	-3	2.7	5	3	-12
- O=C(Cc1ccccc1)NCC(=O)N1CCCC1
    -6	-7	-13	-3	-3	-1.2	-6	-2	16
- CCCNC(=O)c1ccccc1NC(=O)c1ccc2c(=O)n3c(nc2c1)CCC3
    0	-12	16	1	-1	0.5	2	-7	-15
- CCOC(=O)C1=C(CSc2nc(C)cc(C)c2C#N)OC(N)=C(C#N)C1c1ccccc1 (stereo unspecified)
    -4	22	1	18	-3	0.3	27	-13	28
- COc1ccc(C(=O)O/N=C/c2ccc(S(=O)c3ccc(Cl)cc3)nc2)cc1 (stereo unspecified)
    -1	11	-9	3	1	-3.2	21	7	6
- CCN(Cc1cc2cc(OC)ccc2[nH]c1=O)C(=O)c1ccncc1
    0	5	20	1	0	-0.9	-3	0	26
- COc1cccc(-n2nnnc2SCC(=O)Nc2ccc(C(C)=O)cc2)c1
    -1	5	-2	2	2	-1.1	4	3	0
- CCCCCOc1ccc(C(=O)CCC(=O)Nc2ccc(NC(C)=O)cc2)cc1
    -6	2	10	5	3	-0.1	3	5	-6
- C=CCNC(=O)COC(=O)/C=C/c1cccs1
    -1	-10	-23	13	1	0.5	-10	-6	17

# 5 of these compounds, set out differently.
SMILES,XBP1 UPR activ,Mdm2-MdmX inh,APJ antag,CXCR6 block,APJ ag,CHOP UPR activ,CCR6 antag,EBI2 block,tim23-1 inh
O=C(Cc1ccccc1)NCC(=O)N1CCCC1,-6,-7,-13,-3,-3,-1.2,-6,-2,16
CCCNC(=O)c1ccccc1NC(=O)c1ccc2c(=O)n3c(nc2c1)CCC3,0,-12,16,1,-1,0.5,2,-7,-15
CCOC(=O)C1=C(CSc2nc(C)cc(C)c2C#N)OC(N)=C(C#N)C1c1ccccc1 (stereo unspecified),-4,22,1,18,-3,0.3,27,-13,28
COc1ccc(C(=O)O/N=C/c2ccc(S(=O)c3ccc(Cl)cc3)nc2)cc1 (stereo unspecified),-1,11,-9,3,1,-3.2,21,7,6
CCN(Cc1cc2cc(OC)ccc2[nH]c1=O)C(=O)c1ccncc1,0,5,20,1,0,-0.9,-3,0,26

# Additional structures follow:
# Values in the order: XBP1 UPR activ	Mdm2-MdmX inh	APJ antag	CXCR6 block	APJ ag	CHOP UPR activ	CCR6 antag	EBI2 block	tim23-1 inh
- CC1CCCCN1C(=O)/C=C/c1ccccc1[N+](=O)[O-] (stereo unspecified)
    0	-28	-12	-3	3	2.1	-2	8	3
- Cn1c(=O)c(C(=O)COC(=O)c2cc(-c3ccco3)nc3ccccc23)c(N)n(CC2CC2)c1=O
    -2	26	23	nt	4	1.6	nt	nt	11
- CCN(CC)N=Nc1cccc(NC(C)=O)c1
    -1	-12	3	-4	-4	-0.3	0	3	12
- Cc1cc(C(=O)Nc2ccc(F)cc2C)cs1
    1	-10	22	-5	-2	3.2	9	4	13
